High-throughput results from PubChem BioAssay.
ADAM17 inh = ADAM17 inhibition, QFRET primary screen | P78536 | AID 720648 | hit rate 0.83% among 370,000 | inhibition, % at 6.95 µM | recombinant ADAM17, EDANS/DABCYL FRET peptide cleavage;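 active = inhibition above the mean of compounds lying between control limits plus 3 SD, set per campaign, cut at about 8.5% in these data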;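 note: 0% = DMSO-only wells as the low control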
TDP2 inh = TDP2 (human) inhibition, absorbance primary screen | hit rate 0.34% among 370,000 | recombinant TDP2, T5PNP hydrolysis, p-nitrophenol absorbance 415 nm | inhibition, % at 12.8 µM | O95551;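 active = inhibition above the mean of all tested compounds plus 3 SD, set per campaign, cut at about 25% in these data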;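 note: 0% = DMSO with enzyme and 100% = buffer with substrate but no TDP2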
Target sequence (O95551 whole entry, looked up): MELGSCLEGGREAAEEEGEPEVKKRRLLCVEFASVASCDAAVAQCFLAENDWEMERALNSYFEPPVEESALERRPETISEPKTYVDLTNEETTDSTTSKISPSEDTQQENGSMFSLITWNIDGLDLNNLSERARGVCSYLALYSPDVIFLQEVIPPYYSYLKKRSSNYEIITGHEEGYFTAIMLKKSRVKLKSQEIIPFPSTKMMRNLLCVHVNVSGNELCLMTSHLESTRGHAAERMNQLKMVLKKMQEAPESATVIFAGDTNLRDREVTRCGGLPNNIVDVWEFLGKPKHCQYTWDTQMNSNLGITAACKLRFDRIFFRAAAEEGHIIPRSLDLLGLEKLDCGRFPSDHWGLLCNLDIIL
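Evaluation: % inhibition relative to enzyme-containing and enzyme-free wells. Material: recombinant human TDP2. Benchmarks: enzyme-free and DMSO wells. Timing: enzyme reaction with compound for 2 h at 37 °C. Compound dosing: 12.8 µM only. Measured by: p-Nitrophenol epi absorbance. Reagent: T5PNP substrate at 5 mM, a TopII-DNA adduct mimic. Replication: single well per compound.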
DDE Tn7 FP inh = DD(E)-Tn7 binding inhibition, primary FP screen. P02675. FP displacement of FITC-Tn7 peptide from fibrin DD(E); 0% = median of compound wells per plate. inhibition, % at 8.3 µM. hit rate 0.13% among 370,000;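 active = inhibition above the mean of compounds falling within the control limits plus 3 SD of them, cut at about 14% in these data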;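 note: 0% = plate median of compound wells and 100% = 10 µM Aha-Tn7 peptide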
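Test system – human fibrin DD(E) · Times – 10 min preincubation, 3 h with tracer, room temperature · Detection – fluorescence polarization of the labelled Tn7 tracer · Measure – percent inhibition normalized to high-control wells · Benchmarks – high control wells with 10 µM unlabelled Aha-Tn7 peptide (full inhibition) · Repeats – singlicate testing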
ADAM10 inh = ADAM10 inhibition, QFRET primary screen | O14672 | recombinant ADAM10, EDANS/DABCYL FRET peptide cleavage, 3 h | inhibition, % at 7 µM | hit rate 0.62% among 370,000;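 active = inhibition above a per-campaign cutoff equal to the mean of compounds falling between control-based bounds plus 3 SD, cut at about 20% in these data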;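 note: 0% = DMSO wells while the 100% control is not disclosed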
PLCg1 inh = blocks human PLC-gamma1 enzyme activity | purified PLC-gamma1, fluorogenic substrate, fluorescence | inhibition, % at 12.2 µM | hit rate 0.84% among 370,000; in the data active = inhibition above about 9.5%
LEDGF integ inh = blocks HIV-1 LEDGF/p75-dependent DNA integration | TR-FRET IN-LEDGF/p75 DNA integration, Eu/Cy5 | AID 743269 | inhibition, % at 3.7 µM | hit rate 0.64% among 370,000;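 active = inhibition above the screen-wide mean plus 3 SD, cut at about 13% in these data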;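 note: signal is the Cy5 over europium emission ratio at 671 and 618 nm; 0% = plate median of compound wells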
KLK7 zymogen act = proKLK7 (human) activation, primary screen; purified proKLK7, EDANS-DABCYL substrate fluorescence; 100% is mature enzyme control, 0% vehicle; P49862; hit rate 0.9% among 370,000; activation, % at 7 µM;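 active = activation above the mean of all tested compounds plus 3 SD, computed per campaign excluding outliers beyond control limits, cut at about 13% in these data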
Target sequence (P49862 whole entry, looked up): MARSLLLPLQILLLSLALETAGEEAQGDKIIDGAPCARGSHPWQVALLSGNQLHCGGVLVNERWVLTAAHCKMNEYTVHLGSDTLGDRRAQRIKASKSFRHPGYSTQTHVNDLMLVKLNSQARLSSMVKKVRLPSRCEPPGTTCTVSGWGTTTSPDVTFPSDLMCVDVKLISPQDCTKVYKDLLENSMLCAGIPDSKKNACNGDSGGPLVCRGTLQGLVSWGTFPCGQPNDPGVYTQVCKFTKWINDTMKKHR
Tn6 DDE FP = DD(E)-Tn6 binding inhibition, primary FP screen. Fibrin DD(E) TRITC-Tn6 fluorescence polarization displacement. inhibition, % at 8.3 µM. hit rate 0.21% among 370,000. AID 720509;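 active = inhibition above a per-campaign cutoff: mean of compounds within control limits plus 3 SD, cut at about 15% in these data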;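 note: 0% = median of all compound wells on the plate and 100% = blocking peptide control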
ASAP1 inh = ASAP1 ArfGAP inhibition; ASAP1-stimulated ARF1 GTP hydrolysis, GDP FP detection; inhibition, % at 16.5 µM; hit rate 0.19% among 360,000; AID 624377; in the data active = inhibition above about 25%;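 note: 0% = vehicle with enzyme and substrate and 100% = no enzyme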
Target sequence (Q9ULH1 325-724 limits assumed): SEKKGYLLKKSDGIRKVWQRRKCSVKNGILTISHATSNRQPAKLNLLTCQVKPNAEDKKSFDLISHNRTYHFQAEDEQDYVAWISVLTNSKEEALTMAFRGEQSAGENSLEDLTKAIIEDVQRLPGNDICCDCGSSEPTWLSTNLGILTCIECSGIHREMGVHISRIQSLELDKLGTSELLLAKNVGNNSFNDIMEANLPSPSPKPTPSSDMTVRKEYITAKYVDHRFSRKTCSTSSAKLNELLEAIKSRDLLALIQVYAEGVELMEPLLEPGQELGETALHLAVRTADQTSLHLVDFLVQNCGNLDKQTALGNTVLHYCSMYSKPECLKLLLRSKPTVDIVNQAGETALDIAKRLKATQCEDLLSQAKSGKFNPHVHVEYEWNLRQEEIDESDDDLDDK
ARFGAP1 inhibitor = inhibits rat ARF GTPase activating protein 1. Arfgap1-stimulated ARF1 GTP hydrolysis, GDP FP detection. inhibition, % at 16.5 µM. hit rate 0.26% among 360,000;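 active = inhibition above a per-plate limit, mean inhibition of low control wells plus 3 SD, cut at about 25% in these data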;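 note: 0% = DMSO wells with enzyme and 100% = wells lacking Arfgap1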
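System: truncated rat Arfgap1 GAP domain / Benchmarks: high control wells lacking Arfgap1, low control full reaction with DMSO / Times: compound-enzyme preincubation 20 min, reaction 120 min, detection 60 min, 25 °C / Repeats: one replicate per compound / Also added: human ARF1(Δ1-17)-GTP substrate / Measured by: Tracer-displacement fluorescence polarization with EDTA stop, 620/688 nm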
Active calls of the source: *; / = not tested or not shown. Compounds were not picked by outcome (roughly 4.2% active in at least one column).

SMILES | ADAM17 inh | TDP2 inh | DDE Tn7 FP inh | ADAM10 inh | PLCg1 inh | LEDGF integ inh | KLK7 zymogen act | Tn6 DDE FP | ASAP1 inh | ARFGAP1 inhibitor
COc1ccccc1C(=O)NCCC(=O)NN1C(=O)NC2(CCCCC2)C1=O | -3 | 4 | 2 | -17 | 3 | -3 | -0.6 | -1 | -5 | 0
COc1ccc(-n2c(CSc3ccc(Cl)cc3)n[nH]c2=S)cc1 | 2 | -3 | -3 | 6 | 0 | 5 | 0.8 | -1 | 1 | -14
COc1ccc(NC(=O)COC(=O)c2ccc3ccccc3n2)c(OC)c1 | 3 | -4 | -1 | 2 | 1 | 1 | -0.1 | 12 | -15 | -6
CC(/C=C/c1ccccc1)=N\NC(=O)Cn1nc(C)cc1C | -3 | 5 | -2 | -6 | -6 | -1 | -0.4 | 4 | 13 | 3
Cc1cccc(NS(=O)(=O)c2ccc3oc(=O)ccc3c2)c1C | -1 | -13 | -7 | 1 | 4 | 1 | 0.1 | -5 | 10 | 0
Cn1cc(S(=O)(=O)c2ccccc2)n(C)c1=O | 4 | -2 | -8 | -5 | 6 | 0 | 0.1 | -7 | -3 | -9
COC(=O)[C@]12C[C@H](CC(=O)N3CCC(c4ccccc4)CC3)C(=O)N(Cc3cccc4ccccc34)C1=C[C@H](COCc1ccccc1)O[C@@H]2C | -4 | -4 | 5 | 3 | 1 | -5 | 0.1 | -7 | / | /
Cc1ccc(S(=O)(=O)Nc2c(C)n(C)n(-c3ccccc3)c2=O)cc1C(=O)NCc1ccccn1 | -2 | 10 | -5 | -2 | -1 | -1 | -0.1 | 6 | 4 | 15
Cc1ccc(Cn2c(=O)c3c(nc4n3CCN4Cc3ccco3)n(C)c2=O)cc1 | 1 | -6 | 6 | 7 | 2 | 0 | -0.1 | -4 | -6 | 1
O=C(CSc1nc2ccc(NC(=O)c3ccccc3C(=O)O)cc2s1)Nc1c(Cl)cccc1Cl | 4 | -10 | -2 | 20* | -5 | 3 | -1.5 | -4 | 15 | -2
COc1cccc(/C=C/C(=O)OCC(=O)Nc2ccc(Cl)c(S(=O)(=O)N(C)C)c2)c1 | -15 | 10 | 1 | -46 | -61 | -2 | -5.1 | -7 | 14 | 7
COc1cccc(NC(=O)c2ccc(-c3ccc([N+](=O)[O-])cc3)o2)c1 | 0 | -13 | 5 | 7 | -7 | 2 | -1.0 | 5 | 2 | 8
COc1ccc(NC(=S)Nc2ccccc2F)c(OC)c1 | -2 | 7 | 1 | 0 | -1 | 2 | 0.2 | 12 | -5 | -17
Cc1cc(C)c2c(n1)sc1c(=O)n(CC(=O)c3ccccc3)cnc12 | -2 | -5 | 4 | 0 | -3 | 1 | 0.5 | 4 | -8 | -2
COC(=O)C[C@H]1C=C[C@@H](C(C(=O)OC)C(=O)OC)CN1C(C)=O | -2 | 4 | 4 | -10 | 31* | 6 | -0.5 | 6 | 4 | 10
CC(C)CN(C(=O)COC(=O)c1nc(Cl)ccc1Cl)c1c(N)n(Cc2ccccc2)c(=O)[nH]c1=O | 0 | 2 | -6 | 6 | 4 | -1 | -0.3 | -4 | -14 | -10
CCOC(=O)N/N=C/c1ccccc1OCc1ccc(Cl)cc1 | 6 | 3 | -1 | 13 | 3 | 0 | 0.2 | 3 | 0 | -3
c1ccc2oc(-c3ccn[nH]3)cc2c1 | -2 | -5 | 6 | -1 | 1 | 0 | 0.0 | 15 | -4 | 8
CCC1=C(OC(=O)N(CC)CC)N2C(=O)OC(=NCCOC)[C@]2(Cc2ccccc2)[C@H]2C1=CC[C@H]1C(=O)N(CC(=O)OC)C(=O)[C@H]12 | -4 | 0 | 9 | 1 | -8 | 0 | -0.1 | -3 | 3 | 4
CC(C)NC(=O)C1(C)CCN1C/C=C/c1ccccc1 (configuration not stated) | 5 | -20 | -4 | 4 | 12* | 2 | 0.0 | 0 | 12 | 14
Cc1ccc(C(NC(=O)C2CCN(Cc3ccc(Oc4ccccc4)cc3)CC2)c2ccccn2)cc1 (configuration not stated) | 5 | -9 | 7 | 11 | 4 | -1 | 1.0 | -1 | -6 | -3
O=C(N/N=C/c1ccncc1)c1nc(-c2ccccc2)n2c1CCCCC2 | 1 | 4 | 2 | 7 | 4 | 2 | 0.3 | -2 | 0 | 15
CC(C)N(C(=O)Cn1cc(SCC(N)=O)c2ccccc21)C(C)C | -2 | 4 | -9 | -1 | 4 | -1 | 0.1 | -7 | -6 | 3
Cc1sc2nc(SCCN(C)C)n(-c3ccccc3)c(=O)c2c1-c1ccc(F)cc1 | 2 | -7 | -8 | 6 | 6 | 2 | 0.8 | 11 | 6 | -14
O=c1cc(-c2ccccc2Cl)oc2c(NS(=O)(=O)c3cccs3)ccc(O)c12 | 2 | 5 | -2 | 3 | -1 | 1 | -0.4 | 5 | 3 | -9

(more compounds)
SMILES | ADAM17 inh | TDP2 inh | DDE Tn7 FP inh | ADAM10 inh | PLCg1 inh | LEDGF integ inh | KLK7 zymogen act | Tn6 DDE FP | ASAP1 inh | ARFGAP1 inhibitor
S=c1[nH]nc(-c2cc(-c3ccccc3)n[nH]2)n1N=Cc1cccc(OCc2ccccc2)c1 | 1 | -3 | 1 | 1 | -7 | -2 | 2.8 | 11 | / | /
CC(C)N(Cc1nnc(-c2ccc(Cl)cc2)o1)C(=O)C1=COCCO1 | -4 | 9 | -1 | -3 | -1 | 3 | 0.8 | 0 | 7 | 0
CC(=O)Nc1ccc(NC(=O)c2ccc(C)c(S(=O)(=O)Nc3cccc(C)c3)c2)cc1 | 0 | -8 | 1 | 3 | 7 | -3 | 0.3 | -10 | 9 | 19
C=CCn1c(COc2ccccc2F)nnc1SCCN1C(=O)c2ccccc2C1=O | 2 | -6 | 0 | 5 | 2 | 2 | 0.3 | -4 | -9 | -4
Cc1c(CN2CCN(c3ncc(Cc4ccccc4)cn3)CC2)c(=O)n(-c2ccccc2)n1C | -3 | 7 | 3 | -15 | 0 | 3 | 0.6 | -1 | 8 | -9
COc1cccc(NC(=S)N2CCN(c3ccc([N+](=O)[O-])cc3)CC2)c1 | -3 | -1 | 1 | -6 | -1 | 0 | 0.5 | 6 | 24 | -1
CC(=O)Nc1ccc(-c2nc3ccccc3c(=O)o2)cc1 | -2 | -1 | -2 | -3 | 0 | -1 | -0.4 | -3 | 4 | -1
CCn1c(=O)cc(SCC(=O)NCC2CCCO2)c2ccccc21 (configuration not stated) | -8 | -13 | 1 | -31 | 2 | -2 | 0.0 | 3 | 5 | 5
Cc1cc[n+](Cc2ccccc2)c(N)c1 | 1 | -16 | -1 | 7 | 2 | 4 | 0.2 | 4 | 4 | -3
Cc1cc(C)n(CC(=O)n2nc(C)cc2C)n1 | -3 | 13 | -3 | -4 | 1 | 4 | -0.5 | 2 | -1 | -1
CCOc1cc(C(=O)O/N=C(\N)c2ccccn2)cc(OCC)c1OCC | 3 | -13 | -4 | 19 | 7 | -1 | 0.2 | -3 | -5 | 12
CCOC(=O)Cc1csc(NC(=O)CSc2nc(=O)[nH]c3c2CCC3)n1 | 0 | 9 | -4 | -1 | 0 | 3 | 0.2 | 0 | 5 | 1
COc1ccc(NC(=O)C2CCN(c3ncnc4c3nc3n4CCCCC3)CC2)cc1Cl | -2 | 24 | 5 | 3 | 3 | 0 | 0.3 | 1 | -8 | 4
Cn1nnnc1SCC(=O)N1c2ccccc2Sc2ccccc21 | 7 | -19 | 2 | 4 | 2 | -3 | 0.5 | 4 | -4 | -3
Oc1ccc(Br)cc1CNc1nccs1 | -1 | -1 | -7 | 4 | -3 | 4 | -0.6 | -2 | 7 | 15
COc1cccc(OC)c1OCCN1CCN(C(c2ccccc2)c2ccccc2)CC1 | -2 | -6 | -4 | 6 | 4 | -3 | 0.3 | 5 | 3 | 4
CCOC(=O)c1cc(CC)sc1NC(=O)c1ccc2c(c1)OCCO2 | -6 | 4 | 1 | -18 | -18 | -2 | 1.3 | 0 | 13 | 3
CCN(CC)S(=O)(=O)c1ccc(C)c(NC(=O)CSc2nnnn2C)c1 | -4 | -3 | 1 | -9 | -3 | -2 | -1.0 | -7 | 3 | -5
CC(C)c1cccc(-c2ccc3c(c2)S(=O)(=O)c2cccc(C(=O)NC4CCCC4)c2C3=O)c1 | -1 | -2 | 4 | 2 | -5 | -1 | -1.8 | 0 | -12 | -3
COc1ccc(S(=O)(=O)N2CCOC2CNC(=O)C(=O)NCCCN2CCOCC2)cc1C (configuration not stated) | -1 | 11 | -3 | -3 | -2 | 3 | -0.4 | 2 | -7 | 9
Oc1[nH]c2ccc(Br)cc2c1N=NC(=S)N1CCOCC1 | -2 | -33 | 0 | -8 | -3 | -27 | 0.5 | 1 | 6 | 4
Cc1ccc(C)c(S(=O)(=O)N(C)c2ccc(OC(=O)C3CCN(C(=O)c4ccc(F)cc4)CC3)cc2)c1 | 8 | -7 | -2 | 18 | 0 | 3 | -0.3 | 0 | -6 | 8
COC(=O)[C@@H]1C[C@H]2CC[C@H](O)C[C@H]2N1Cc1ccccc1OS(=O)(=O)c1ccc(C)cc1 | 4 | 4 | 1 | -19 | -5 | -2 | -0.7 | -2 | -7 | 6
CCOC(=O)Cc1nc(N2CCN(CCO)CC2)c2c(C)c(C(=O)OCC)sc2n1 | -5 | -5 | -6 | -37 | -1 | -6 | 0.5 | 8 | / | /
COc1ccc(CNC(=O)CN(c2ccc(C(C)=O)cc2)S(=O)(=O)c2ccc(C)cc2)cc1OC | -3 | 10 | -3 | 0 | 1 | 6 | -0.4 | 3 | -1 | -2
CCOCCCNC(=O)NC12CC3CC(CC(C3)C1)C2 | -2 | -13 | 7 | -9 | 2 | -4 | -0.3 | 8 | -1 | -8
COc1cccc(C2CC(c3ccccc3Cl)Nc3nc(N)nn32)c1 (configuration not stated) | -3 | -5 | -7 | -3 | -2 | -3 | 0.4 | 0 | -9 | 7
Cc1ccc2oc3c(c(=O)c2c1)C(c1cccc(Br)c1)N(Cc1ccco1)C3=O (configuration not stated) | -3 | 4 | 9 | 3 | -1 | -1 | 0.5 | 1 | -1 | 0
Clc1ccc(-c2csc(=Nc3cccnc3)n2CCCn2ccnc2)cc1Cl | -5 | -12 | -4 | 0 | 4 | 2 | 0.4 | -5 | 4 | 7
CC(C)c1nc2c(c(=O)n(C)c(=O)n2C)n1C | 6 | -23 | -6 | 6 | 8 | 8 | -0.2 | -2 | -3 | -12

Structures above shown as hits in ADAM10 inh.
| Structure | ADAM17 inh | TDP2 inh | ADAM10 inh | PLCg1 inh | LEDGF integ inh | KLK7 zymogen act | Tn6 DDE FP | ASAP1 inh | ARFGAP1 inhibitor |
| --- | --- | --- | --- | --- | --- | --- | --- | --- | --- |
| O=C(CSc1nc2ccc(NC(=O)c3ccccc3C(=O)O)cc2s1)Nc1c(Cl)cccc1Cl | 4 | -10 | 20* | -5 | 3 | -1.5 | -4 | 15 | -2 |
